Assay outcomes (PubChem)
SENP8 block-1: SENP8 protease inhibitors, primary screen, biochemical, luminescence. Sentrin-specific protease 8 (Homo sapiens), Q96LD8. purified SENP8, Z-RLRGG-aminoluciferin cleavage. inhibition, % at 10 µM. 330,000 tested, 1.2% active. AID 2540, 2010; in the data active = inhibition above about 50%
SENP1 inh: human SENP1 catalytic domain inhibitors, primary screen, biochemical, FRET, uHTS; 360,000 tested, 0.21% active; recombinant SENP1 catalytic domain, CyPet-SUMO1-YPet FRET cleavage; AID 624204, 2012; Sentrin-specific protease 1 (Homo sapiens), Q9P0U3; inhibition, % at 10 µM;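 active = inhibition at least 30% at 10 µM, raw YFP signal under a set limit, fluorescence ratio 0.5 to 1.5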;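 also: 0% = enzyme with DMSO and 100% = no enzyme wells; some results filed as inactive read as strong as hits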
Target sequence (Q9P0U3 419-644 limits assumed): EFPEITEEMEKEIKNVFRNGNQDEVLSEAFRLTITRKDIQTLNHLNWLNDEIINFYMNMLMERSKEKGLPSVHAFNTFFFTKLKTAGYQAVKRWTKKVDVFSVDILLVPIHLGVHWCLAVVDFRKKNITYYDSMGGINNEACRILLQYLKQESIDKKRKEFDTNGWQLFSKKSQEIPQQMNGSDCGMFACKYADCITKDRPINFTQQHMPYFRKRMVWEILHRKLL
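Controls: no-enzyme wells low, DMSO-plus-enzyme wells high control. Test system: human recombinant His6-tagged SENP1 catalytic domain enzyme. Reagent: SFCypet-SUMO1-SFYpet FRET protein substrate, 25 nM final. Doses: one dose per compound, 10 µM, 0.5% DMSO. Detection: FRET, CFP and YFP emission. Timing: 50 min reaction at room temperature.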
SENP6 inh: SENP6 protease inhibitors, primary screen, biochemical, luminescence, uHTS; Sentrin-specific protease 6 (Homo sapiens), Q9GZR1; Recombinant SENP6 catalytic domain, aminoluciferin luminescence; inhibition, % at 10 µM; 330,000 tested, 1.8% active;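 active = inhibition above about 50% at the single tested dose, limit read from the data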;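 also: plate controls were DMSO wells with enzyme for no effect and DMSO wells lacking enzyme for full effect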
Target sequence (Q9GZR1 628-1112 limits assumed): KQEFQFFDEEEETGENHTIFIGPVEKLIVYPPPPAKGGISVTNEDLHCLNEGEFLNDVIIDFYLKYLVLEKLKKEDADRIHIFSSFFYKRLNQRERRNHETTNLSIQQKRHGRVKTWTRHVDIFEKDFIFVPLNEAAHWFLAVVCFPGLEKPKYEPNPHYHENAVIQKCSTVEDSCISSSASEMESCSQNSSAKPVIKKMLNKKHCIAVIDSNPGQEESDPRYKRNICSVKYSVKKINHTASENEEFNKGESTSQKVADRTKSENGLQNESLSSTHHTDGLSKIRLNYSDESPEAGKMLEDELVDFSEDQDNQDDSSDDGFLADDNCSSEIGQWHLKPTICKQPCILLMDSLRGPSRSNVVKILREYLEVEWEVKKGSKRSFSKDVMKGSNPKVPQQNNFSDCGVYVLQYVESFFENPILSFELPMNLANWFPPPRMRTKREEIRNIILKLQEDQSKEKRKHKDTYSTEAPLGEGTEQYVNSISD
UBC13 inh: UBC13 polyubiquitin chain formation inhibitors, primary screen, biochemical, TR-FRET, uHTS; Ubiquitin-conjugating enzyme E2 N (Homo sapiens), P61088; inhibition, % at 20 µM; 330,000 tested, 0.47% active; in the data active = inhibition above about 45%, passing the limit was not always enough
SENP7 inh: SENP7 protease inhibitors, primary screen, biochemical, luminescence, uHTS; inhibition, % at 5 µM; recombinant SENP7, Z-RLRGG-aminoluciferin luminescence, 40 min; Sentrin-specific protease 7 (Homo sapiens), Q9BQF6; 330,000 tested, 1.5% active;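 active = inhibition above about 50% at the single test dose, limit read from the data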;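 also: plate controls were DMSO with enzyme for no effect and no enzyme buffer wells for full effect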
Target sequence (Q9BQF6 706-1050 limits assumed): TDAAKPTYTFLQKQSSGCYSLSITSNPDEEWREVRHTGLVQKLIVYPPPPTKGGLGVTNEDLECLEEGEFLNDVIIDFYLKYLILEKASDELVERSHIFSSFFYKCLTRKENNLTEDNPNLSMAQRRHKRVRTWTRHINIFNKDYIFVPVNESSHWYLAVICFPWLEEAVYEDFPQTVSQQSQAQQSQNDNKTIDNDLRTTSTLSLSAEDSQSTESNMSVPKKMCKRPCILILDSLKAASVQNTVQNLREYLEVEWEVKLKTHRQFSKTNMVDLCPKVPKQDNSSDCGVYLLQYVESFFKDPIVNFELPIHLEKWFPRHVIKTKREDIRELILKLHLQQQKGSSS
HKDC1 inh: HKDC1 hexokinase inhibitors, primary screen, biochemical, fluorescence, uHTS; recombinant HKDC1, G6PDH/diaphorase resazurin coupled fluorescence; 340,000 tested, 0.16% active; inhibition, % at 20 µM; AID 493160, 2011;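 active = inhibition above about 35% when tested at 20 µM, limit read from the data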;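 also: plate controls were DMSO wells with enzyme for no effect and DMSO wells lacking enzyme for full effect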
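System: Recombinant HKDC1 hexokinase | Amount: HKDC1 at 5 µg/mL | Reagent: Glucose with 1 mM ATP | Doses: Single 20 µM dose | Incubation: Reaction time 90 min, room temperature, protected from light | Signal: Coupled resazurin fluorescence, excitation 525 nm, emission 613 nm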
beta cell repl: inducers of MIN6 beta-cell proliferation, primary screen, ATP luminescence, uHTS; MIN6 cells proliferation, ATPlite luminescence, 48 h; cells starved in 0.2% serum; 100% = growth in 10% serum; proliferation, % at 10 µM; 330,000 tested, 0.29% active;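 active = compounds whose signal lies at least 3.5 SD above the mean of all wells on their plate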;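 also: 0% = DMSO-treated cells in low-serum medium and 100% = 10% serum control; some compounds called inactive have numbers as strong as hits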
SENP8 block-2: human SENP8 protease inhibitors, primary screen, biochemical, fluorescence, Nedd8 protein substrate, uHTS | recombinant SENP8 | inhibition, % at 20 µM | 360,000 tested, 0.64% active | AID 602440, 2012; in the data active = inhibition mostly above about 40%, no sharp cut-off; inactive = mostly below about 27%
PfGluPho inh: PfG6PD enzyme inhibitors, primary screen, biochemical, fluorescence intensity, uHTS | glucose-6-phosphate dehydrogenase-6-phosphogluconolactonase (Plasmodium falciparum 3D7) | PfGluPho enzyme, NADPH resazurin-diaphorase fluorescence | inhibition, % at 20 µM | 350,000 tested, 0.78% active | AID 504690, 2011;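 active = inhibition reaching at least a set limit at 20 µM in the primary screen, cut at about 59% in these data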;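 also: 0% = DMSO wells with substrate and 100% = DMSO wells lacking glucose-6-phosphate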
* = called active by the depositor.

Screening Cc1cccc(-n2ncc3c(N4CCOCC4)ncnc32)c1 returned SENP8 block-1 70*, SENP1 inh 2, SENP6 inh 71*, UBC13 inh 12, SENP7 inh 79*, HKDC1 inh 6, beta cell repl -6, SENP8 block-2 15 and PfGluPho inh -12.
`CN1C(=O)c2ccc(C(=O)NCc3ccccc3)cc2C1=O` gave SENP8 block-1 -2, SENP1 inh 0, SENP6 inh 5, UBC13 inh 3, SENP7 inh 4, HKDC1 inh -1, beta cell repl -1, SENP8 block-2 3 and PfGluPho inh -10.
Screening Cn1ccc(C(=O)OCC(=O)Nc2ccccc2Cl)n1 returned SENP8 block-1 1, SENP1 inh 1, SENP6 inh -1, UBC13 inh 1, SENP7 inh 1, HKDC1 inh -3, beta cell repl 1, SENP8 block-2 17 and PfGluPho inh -2.
COC(=O)c1sc(NC(=O)/C=C/c2ccc(C)o2)nc1C was read as SENP8 block-1 1, SENP1 inh -36, SENP6 inh 9, UBC13 inh -6, SENP7 inh 8, HKDC1 inh -8, beta cell repl -3, SENP8 block-2 -407 and PfGluPho inh 8.
CCOC(=O)c1cn2nc(Oc3ccc(OC)cc3)ccc2n1 was read as SENP8 block-1 8, SENP1 inh 0, SENP6 inh -2, UBC13 inh 0, SENP7 inh 4, HKDC1 inh -4, beta cell repl 1, SENP8 block-2 -3 and PfGluPho inh 0.
OCCN(CCCn1c(C(F)(F)F)nc2ccccc21)c1nc(CN2CCCCC2)cs1 was read as SENP8 block-1 2, SENP1 inh -2, SENP6 inh 0, UBC13 inh 3, SENP7 inh 1, HKDC1 inh 1, beta cell repl -2, SENP8 block-2 12 and PfGluPho inh -1.
Oc1ccc(Cl)cc1-c1cc(-c2ccccc2Cl)[nH]n1 was read as SENP8 block-1 -17, SENP1 inh -2, SENP6 inh 29, UBC13 inh 1, SENP7 inh 20, HKDC1 inh -6, beta cell repl -3, SENP8 block-2 26 and PfGluPho inh -3.
For c1ccc(Oc2ccc(-c3ccnc4nc(N5CCOCC5)nn34)cc2)cc1 the results were SENP8 block-1 -2, SENP1 inh -35, SENP6 inh -15, UBC13 inh 26, SENP7 inh 0, HKDC1 inh 3, beta cell repl -4, SENP8 block-2 -394 and PfGluPho inh -1.
Cc1ccc(N(O)C(=O)NCCCCNC(=O)N(O)c2ccc(C)cc2)cc1 was read as SENP8 block-1 -8, SENP1 inh -1, SENP6 inh -4, UBC13 inh 0, SENP7 inh -4, HKDC1 inh 7, beta cell repl -2, SENP8 block-2 33 and PfGluPho inh 36.
CCC1C(=O)N=C(SCC(=O)Nc2ccc(C(=O)OC)cc2)NC1=O (stereo not drawn) was read as SENP8 block-1 1, SENP1 inh 2, SENP6 inh 2, UBC13 inh 6, SENP7 inh 6, HKDC1 inh -3, beta cell repl -2, SENP8 block-2 22 and PfGluPho inh 8.
Screening Cc1csc(NC(=O)CSc2nnc(-c3cccnc3)o2)n1 returned SENP8 block-1 -1, SENP1 inh 0, SENP6 inh -8, UBC13 inh -6, SENP7 inh -1, HKDC1 inh 1, beta cell repl -1, SENP8 block-2 3 and PfGluPho inh 13.
For Cc1ccc(Sc2c(C#N)c(-c3ccccc3)nn2C)cc1 the results were SENP8 block-1 -3, SENP1 inh 3, SENP6 inh 12, UBC13 inh 4, SENP7 inh 6, HKDC1 inh 4, beta cell repl -4, SENP8 block-2 5 and PfGluPho inh 7.
NC(=O)C1CCN(C(=O)c2cc(-c3ccc(Cl)cc3)nc3ccccc23)CC1 was read as SENP8 block-1 -2, SENP1 inh 3, SENP6 inh -1, UBC13 inh 2, SENP7 inh -1, HKDC1 inh -3, beta cell repl -1, SENP8 block-2 1 and PfGluPho inh 0.
Screening N#Cc1ccc(OCC(=O)OCCCOC(=O)COc2ccc(C#N)cc2)cc1 returned SENP8 block-1 3, SENP1 inh 0, SENP6 inh -11, UBC13 inh -2, SENP7 inh 6, HKDC1 inh -1, beta cell repl -5, SENP8 block-2 8 and PfGluPho inh 3.
`Cc1cc(-c2ccc(C)c(S(=O)(=O)NCc3cccc(Br)c3)c2)on1` gave SENP8 block-1 -1, SENP1 inh 0, SENP6 inh -7, UBC13 inh 4, SENP7 inh -4, HKDC1 inh 3, beta cell repl -4, SENP8 block-2 2 and PfGluPho inh 38.
Cc1ccc2nc(Cc3ccc(N)cc3)[nH]c2c1 was read as SENP8 block-1 -12, SENP1 inh -1, SENP6 inh -22, UBC13 inh -2, SENP7 inh -8, HKDC1 inh 16, beta cell repl 1, SENP8 block-2 2 and PfGluPho inh -2.
OCC1(CC2CCCCO2)CCN(Cc2ccccc2-c2ccco2)CC1 (stereo not drawn) was read as SENP8 block-1 -1, SENP1 inh -5, SENP6 inh 1, UBC13 inh 8, SENP7 inh -4, HKDC1 inh -4, beta cell repl 1, SENP8 block-2 4 and PfGluPho inh -16.
For CCCCCOc1ccc(C(=O)Nc2ccc(N3CCOCC3)cc2N2CCOCC2)cc1 the results were SENP8 block-1 -1, SENP1 inh -5, SENP6 inh -3, UBC13 inh 12, SENP7 inh -1, HKDC1 inh 0, beta cell repl 2, SENP8 block-2 25 and PfGluPho inh 28.
`Cc1ccc(NC(=O)N2CCc3ccccc3C2)cc1` gave SENP8 block-1 -10, SENP1 inh 1, SENP6 inh 9, UBC13 inh -8, SENP7 inh -1, HKDC1 inh 3, beta cell repl -4, SENP8 block-2 -6 and PfGluPho inh 6.
`CC1(C)CC(NC(=O)c2cc(S(=O)(=O)N3CCOCC3)ccc2Cl)CC(C)(C)N1` gave SENP8 block-1 -7, SENP1 inh 1, SENP6 inh -7, UBC13 inh -4, SENP7 inh -5, HKDC1 inh 2, beta cell repl 2, SENP8 block-2 8 and PfGluPho inh -6.
Screening CC(C)c1cc(CNC(=O)C2CCC(=O)N(Cc3ccccc3F)C2)on1 (stereo not drawn) returned SENP8 block-1 3, SENP1 inh 0, SENP6 inh 9, UBC13 inh -2, SENP7 inh -6, HKDC1 inh -3, beta cell repl 1, SENP8 block-2 1 and PfGluPho inh -9.
O=C(NNC(=S)NCc1ccccc1)c1ccccc1OC(F)F was read as SENP8 block-1 7, SENP1 inh -2, SENP6 inh 0, UBC13 inh 1, SENP7 inh 0, HKDC1 inh -4, beta cell repl 0, SENP8 block-2 -6 and PfGluPho inh -19.
Screening CC12CC3(C)CC(C)(C1)CC(C(=O)NC(=S)N1CCOCC1)(C2)C3 returned SENP8 block-1 -7, SENP1 inh 1, SENP6 inh -2, UBC13 inh 2, SENP7 inh -4, HKDC1 inh -5, beta cell repl 4, SENP8 block-2 9 and PfGluPho inh 15.
`CCOc1ccc(/C=N/NC(=O)c2cc3c(OC)cccc3[nH]2)cc1` gave SENP8 block-1 5, SENP1 inh 2, SENP6 inh 0, UBC13 inh -8, SENP7 inh -6, HKDC1 inh -3, beta cell repl 1, SENP8 block-2 -298 and PfGluPho inh -7.
Screening COC(=O)CNC(=O)C(CCSC)NC(C)=O (stereo not drawn) returned SENP8 block-1 -10, SENP1 inh 3, SENP6 inh -21, UBC13 inh 2, SENP7 inh -5, HKDC1 inh -6, beta cell repl -3, SENP8 block-2 10 and PfGluPho inh -8.
For CN(C)CCCn1c(SCC(=O)Nc2sc3c(c2C#N)CCCC3)nnc1-c1ccncc1 the results were SENP8 block-1 -12, SENP1 inh -6, SENP6 inh -19, UBC13 inh 1, SENP7 inh -6, HKDC1 inh 17, beta cell repl -2, SENP8 block-2 11 and PfGluPho inh -8.
`Cc1cccc(NC(=O)NC2CCCCCCC2)c1` gave SENP8 block-1 -2, SENP1 inh -1, SENP6 inh 0, UBC13 inh -4, SENP7 inh -5, HKDC1 inh -6, beta cell repl -4, SENP8 block-2 3 and PfGluPho inh 6.
Screening O=C1C2C3C=CC(CC3)C2C(=O)N1/N=C/c1ccc(O)c(O)c1 (stereo not drawn) returned SENP8 block-1 -11, SENP1 inh -1, SENP6 inh -8, UBC13 inh -3, SENP7 inh 4, HKDC1 inh -11, beta cell repl 0, SENP8 block-2 22 and PfGluPho inh -20.
`COc1ccc(-c2nc(NC(=O)c3n[nH]c(=O)c4ccccc34)sc2C)cc1` gave SENP8 block-1 -1, SENP1 inh 11, SENP6 inh -4, UBC13 inh 3, SENP7 inh 1, HKDC1 inh -13, beta cell repl -1, SENP8 block-2 18 and PfGluPho inh 11.
Cn1cc(C(F)(F)F)nc1-c1ccc(OCC(O)CNCCOc2ccc(O)c(C(N)=O)c2)cc1 (stereo not drawn) was read as SENP8 block-1 -6, SENP1 inh -3, SENP6 inh 2, UBC13 inh 26, SENP7 inh 10, HKDC1 inh -3, beta cell repl -1, SENP8 block-2 -394 and PfGluPho inh 15.
`CCOC(=O)CSc1nnc(-c2ccccc2)c(-c2ccccc2)n1` gave SENP1 inh 0, HKDC1 inh 2, SENP8 block-2 16 and PfGluPho inh -15.
`Cc1ccc(OCC(O)CN2CCOCC2)cc1C` (stereo not drawn) gave SENP8 block-1 -8, SENP1 inh 1, SENP6 inh -11, UBC13 inh -7, SENP7 inh 8, HKDC1 inh -5, beta cell repl 0, SENP8 block-2 11 and PfGluPho inh 16.
For COc1ccc(CCNC(=O)C2CCC(CNc3c(N4CCCC4)c(=O)c3=O)CC2)cc1OC (stereo not drawn) the results were SENP8 block-1 3, SENP1 inh 0, SENP6 inh 22, UBC13 inh 0, SENP7 inh 15, HKDC1 inh -8, beta cell repl -5, SENP8 block-2 34 and PfGluPho inh -14.
COc1ccc(C(NC(=O)/C=C/c2ccco2)c2ccc(OC)c(OC)c2)cc1OC was read as SENP8 block-1 -1, SENP1 inh -4, SENP6 inh 5, UBC13 inh -12, SENP7 inh 8, HKDC1 inh -3, beta cell repl 0, SENP8 block-2 -1 and PfGluPho inh 24.
`C=CCN(Cc1cccs1)C(=O)COc1ccc2c(c1)OCO2` gave SENP8 block-1 -2, SENP1 inh 1, SENP6 inh -2, UBC13 inh -2, SENP7 inh 11, HKDC1 inh 0, beta cell repl -1, SENP8 block-2 8 and PfGluPho inh 12.

Retrieved by structure from above (three):
CCC1C(=O)N=C(SCC(=O)Nc2ccc(C(=O)OC)cc2)NC1=O (stereo not drawn) was read as SENP8 block-1 1, SENP1 inh 2, SENP6 inh 2, UBC13 inh 6, SENP7 inh 6, HKDC1 inh -3, beta cell repl -2, SENP8 block-2 22 and PfGluPho inh 8.
Screening Cc1cccc(-n2ncc3c(N4CCOCC4)ncnc32)c1 returned SENP8 block-1 70*, SENP1 inh 2, SENP6 inh 71*, UBC13 inh 12, SENP7 inh 79*, HKDC1 inh 6, beta cell repl -6, SENP8 block-2 15 and PfGluPho inh -12.
Screening CC12CC3(C)CC(C)(C1)CC(C(=O)NC(=S)N1CCOCC1)(C2)C3 returned SENP8 block-1 -7, SENP1 inh 1, SENP6 inh -2, UBC13 inh 2, SENP7 inh -4, HKDC1 inh -5, beta cell repl 4, SENP8 block-2 9 and PfGluPho inh 15.

This is a random part of the collection. About 4% of those tested had a hit in this group.
